TCR CD3 inh: inhibitors of human TCR-CD3 interaction. TAMRA-labeled TCR probe fluorescence, biochemical. hit rate 0.37% among 360,000. AID 651800. inhibition, % at 9.4 µM; in the data active = inhibition above about 19%;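 also: recombinant mutant TCR 2C K166C tagged with TAMRA read by polarization; 0% = receptor in buffer alone and 100% = receptor with positive control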
HTRA1 inh: inhibitors of human serine peptidase HTRA1; Q92743; recombinant HTRA1, FP-rhodamine activity-based probe, fluorescence polarization; inhibition, % at 5.96 µM; hit rate 0.5% among 340,000; AID 504803; in the data active = inhibition above about 36%;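 also: 0% = enzyme with DMSO and 100% = wells lacking enzyme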
Target sequence (Q92743 whole entry, looked up): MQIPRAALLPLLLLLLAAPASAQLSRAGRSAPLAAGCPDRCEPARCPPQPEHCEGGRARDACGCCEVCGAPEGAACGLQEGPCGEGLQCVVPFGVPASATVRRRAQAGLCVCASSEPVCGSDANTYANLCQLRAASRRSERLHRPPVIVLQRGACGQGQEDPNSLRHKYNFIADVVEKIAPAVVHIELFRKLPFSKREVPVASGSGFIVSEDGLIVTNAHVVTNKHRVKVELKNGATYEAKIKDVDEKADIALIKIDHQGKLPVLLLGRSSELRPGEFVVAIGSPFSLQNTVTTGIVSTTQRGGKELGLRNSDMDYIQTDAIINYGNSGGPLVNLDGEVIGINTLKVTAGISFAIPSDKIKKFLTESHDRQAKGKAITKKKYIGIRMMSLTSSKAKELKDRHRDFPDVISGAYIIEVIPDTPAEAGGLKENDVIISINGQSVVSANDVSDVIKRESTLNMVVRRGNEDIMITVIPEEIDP
NR1D1 modulator: Rev-erb alpha (human) modulation; activity, % at 10 µM; P20393; AID 1259318; Rev-erbα–FITC-DNA binding, fluorescence polarization, 90 min; hit rate 0.79% among 370,000;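 active = activity above about 14%, limit read from the data; passing the limit was not always enough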;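 also: 0% = DMSO wells with 35 nM protein and 100% = DMSO wells with 750 nM protein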
Target sequence (P20393 whole entry, looked up): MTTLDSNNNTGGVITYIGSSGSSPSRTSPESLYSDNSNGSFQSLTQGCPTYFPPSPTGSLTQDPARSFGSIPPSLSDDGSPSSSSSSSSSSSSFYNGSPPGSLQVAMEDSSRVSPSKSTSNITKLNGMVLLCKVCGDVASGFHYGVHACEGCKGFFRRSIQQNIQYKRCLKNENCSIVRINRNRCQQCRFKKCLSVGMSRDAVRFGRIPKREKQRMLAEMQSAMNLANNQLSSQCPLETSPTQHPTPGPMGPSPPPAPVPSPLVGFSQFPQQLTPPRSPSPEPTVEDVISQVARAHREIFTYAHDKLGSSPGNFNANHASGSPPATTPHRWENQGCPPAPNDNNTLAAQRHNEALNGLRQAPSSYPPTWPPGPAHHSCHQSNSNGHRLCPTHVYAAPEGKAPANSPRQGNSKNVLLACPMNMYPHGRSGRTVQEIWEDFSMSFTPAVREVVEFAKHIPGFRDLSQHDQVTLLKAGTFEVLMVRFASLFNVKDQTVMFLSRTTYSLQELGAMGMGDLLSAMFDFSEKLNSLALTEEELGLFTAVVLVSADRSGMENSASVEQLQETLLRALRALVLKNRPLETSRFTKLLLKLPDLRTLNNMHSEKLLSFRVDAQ
ABHD4 inh: inhibits mouse alpha/beta hydrolase domain 4 | purified mABHD4, FP-Rh probe fluorescence polarization | hit rate 0.54% among 370,000 | inhibition, % at 8.92 µM | Q8VD66;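 active = inhibition exceeding the mean over every tested compound plus 3 SD, cut at about 30% in these data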;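 also: 0% = plate median of compound wells and 100% = S159A mutant with DMSO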
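assay system = mABHD4 protein | compound dosing = single nominal dose of 8.92 µM, 0.89% DMSO final | read-out basis = percent inhibition of probe binding, normalized to plate controls | schedule = Enzyme–compound pre-incubation 45 min, then probe 60 min, both 25 °C | detection = fluorescence polarization, excitation 525 nm, emission 598 nm, BODIPY TMR filters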
PRMT1 FP inh: inhibitors of human PRMT1 | Q99873 | recombinant PRMT1, activity-based probe fluorescence polarization | inhibition, % at 2.79 µM | hit rate 1.3% among 370,000;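 active = inhibition above about 21% made by adding two undisclosed values, limit read from the data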
UHRF1 MBD2 ctr: blocks human UHRF1 binding to methylated DNA; UHRF1 binding to methylated oligo, TR-FRET; Q96T88; hit rate 0.75% among 370,000; inhibition, % at 4.4 µM; AID 687016; in the data active = inhibition above about 21%;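 also: UHRF1 SRA domain binding a hemimethylated CpG hairpin DNA probe; 0% = median of test compound wells and 100% = reference inhibitor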
LEDGF integ inh: blocks HIV-1 LEDGF/p75-dependent DNA integration | TR-FRET IN-LEDGF/p75 DNA integration, Eu/Cy5 | inhibition, % at 3.7 µM | hit rate 0.64% among 370,000;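 active = inhibition above the screen-wide mean plus 3 SD, cut at about 13% in these data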;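 also: signal is the Cy5 over europium emission ratio at 671 and 618 nm; 0% = plate median of compound wells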
PG9 Ab binder: PG9 antibody binding by small molecule; hit rate 0.43% among 360,000; TR-FRET gp120-PG9 antibody binding; inhibition, % at 6.7 µM; in the data active = inhibition above about 8.5%
rCAG binder: r(CAG) repeat RNA binding | inhibition, % at 3 µM | AID 651821 | TO-PRO-1 dye displacement fluorescence | hit rate 1.3% among 370,000;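 active = inhibition above the plate cutoff, the mean of all test compounds on that plate plus 3 SD, cut at about 35% in these data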;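 also: 0% = DMSO alone and 100% = 100 µM mitoxantrone as full dye displacement; higher means more dye released from RNA so lower well fluorescence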
MBD2 inh: inhibitors of human MBD2 binding to methylated oligonucleotide | Q9UBB5 | TR-FRET | hit rate 0.31% among 370,000 | inhibition, % at 4.4 µM; in the data active = inhibition above about 13%
An asterisk follows results filed as active; · = no result given. Not all compounds are listed; the hit share may differ from the screen's.

SMILES	TCR CD3 inh	HTRA1 inh	NR1D1 modulator	ABHD4 inh	PRMT1 FP inh	UHRF1 MBD2 ctr	LEDGF integ inh	PG9 Ab binder	rCAG binder	MBD2 inh
CCCCn1c(SCC(=O)Nc2ccc3c(c2)OCCO3)nnc1C(CC)N(C)C (stereo unspecified)	0	-4	2	4	-4	0	1	-1.1	-2	-5
COc1ccccc1N(C)S(=O)(=O)c1ccc(Cl)c(C(=O)NNC(=O)c2ccccc2O)c1	32*	34	4	2	-1	-4	-6	-3.8	25	-3
O=[N+]([O-])c1cc(/C=N/N2CCN(c3ccccc3)CC2)ccc1Cl	-4	-4	-6	-2	3	2	-2	0.1	-4	6
CCOc1ccc(-n2cc(C(=O)N3CCC(C)CC3)c3cc(OC)c(OC)cc3c2=O)cc1	-3	0	-6	3	-1	-4	-5	-1.9	-4	-4
Cc1cccc(OC(=O)C2C(c3ccccc3)C(C(=O)O)C2c2ccccc2)c1 (stereo unspecified)	-8	-5	-2	-10	-1	4	5	-1.6	35	-3
CCC(C(=O)NC1CCCC1)N(C(=O)Cn1nnc(-c2ccc(C)o2)n1)c1ccc(OC)c(OC)c1 (stereo unspecified)	2	-9	1	-5	-4	-1	0	-0.1	2	-2
O=P(CCCCCCCCCP(=O)(c1ccccc1)c1ccccc1)(c1ccccc1)c1ccccc1	-2	-42	-4	-32	2	2	-1	-0.2	-7	-2
CCNC(=S)Nc1cc(OC)c(NC(=O)c2ccco2)cc1OC	-9	2	1	0	-3	2	5	-3.2	-1	-2
CCOc1ccc(S(=O)(=O)N2CCN(C(=O)c3oc4ccccc4c3C)CC2)cc1	4	-19	-2	-5	-3	-2	3	-0.8	-1	-4
S=c1[nH]nc(C(c2ccccc2)C2CCCCC2)o1 (stereo unspecified)	5	-2	-4	-6	15	2	9	-1.7	16	1
CC1(c2cccc([N+](=O)[O-])c2)CC(C)(C)N(C(=O)c2ccccc2)c2ccccc21 (stereo unspecified)	-7	-3	5	-2	4	3	-3	-0.8	1	7
Cc1cccc(NC(=O)CSc2nccn2C)c1	-5	-5	8	2	-1	3	-10	1.5	1	-5
CN(C)c1nc(C(=O)OCCO)nc(N(C)C)n1	8	1	0	0	-2	-2	1	0.1	-1	4
C=CCn1c(SCC(=O)NCCc2ccccc2)nc2c([nH]c3ccccc32)c1=O	9	-5	-4	1	1	-3	-1	-0.8	0	3
CCN(CC1COc2ccccc2O1)S(=O)(=O)c1ccc(C)cc1 (stereo unspecified)	7	-14	-1	-7	1	26*	4	0.2	-1	9
CC1(C)CC2(CC(c3ccccc3)c3ccc(O)cc3O2)NC(=S)N1 (stereo unspecified)	-3	-1	-3	4	6	-1	-3	1.2	-2	2
O=C(NC1CCCCCC1)c1cc(S(=O)(=O)N2CCOCC2)ccc1F	-4	6	6	5	2	1	0	-1.6	-7	3
CCCCn1c(=O)n(CC(=O)Nc2ccc(OC)c(Cl)c2)c(=O)c2c1nc(CO)n2CCC	-9	1	6	-18	1	5	3	1.1	7	1
COc1ccc(CC2S/C(=C(\C#N)C(=O)NCc3ccco3)N(c3ccc(C)cc3)C2=O)cc1 (stereo unspecified)	5	-5	-4	-4	2	0	-1	-0.6	4	2
Clc1ccc(-c2nnc(SCc3ccon3)o2)c(Cl)c1	-1	-4	-2	-2	-3	0	4	-0.9	0	-1
O=C(CSc1nc(C2CCCCC2)n(-c2ccccc2)n1)NCC(F)(F)F	0	-7	2	-8	-2	1	0	0.5	-9	-3
CC(C)c1ccc(OCC(=O)NCc2n[nH]c(=O)c3ccccc23)cc1	2	0	0	2	-2	1	-2	5.3	-3	1
COC(=O)C1CCC(=S)N1C(=O)c1ccccc1 (stereo unspecified)	-7	4	-1	-5	11	27*	-1	-1.6	6	-3
CCOC(=O)[C@]12CCCC=C1N(CCC1=CCCCC1)C(=O)[C@H](CC(=O)NCc1ccc(C)o1)C2	4	·	7	8	7	0	0	1.5	1	1
NNC(=O)c1ccc(NS(=O)(=O)c2ccc(Br)cc2)cc1	-2	·	-6	7	-1	3	-4	-0.8	8	-3
CN(Cc1ccccc1)c1ncnc(N)c1[N+](=O)[O-]	7	1	8	2	-3	0	1	-2.0	-3	1
NC(=O)C(C(=O)/C=C/c1ccc(Cl)cc1)=C1SCCS1	6	4	-6	-8	-4	-2	-4	1.5	3	2
COc1ccc(/C=C/C(=O)OCC(=O)Nc2cccc(S(=O)(=O)NC3=NCCCCC3)c2)cc1	-1	-11	-5	1	2	2	4	-0.6	3	4
COc1cccc(-c2cc3c(c4c2ccn4C)C2CCC3C2)c1 (stereo unspecified)	-10	·	-4	22	4	0	-3	-2.0	12	-1
COc1ccc(C(=O)N[C@H](C(=O)NCC2CCCCC2)C(C)C)cc1	0	-4	2	-4	-2	0	-3	-0.6	-5	-6
O=C(Nc1ccccc1C(=O)NC1CCCCC1)c1ccco1	-3	-5	3	-4	4	3	-3	0.9	1	2
CC1(Cc2ccccc2Cl)C(=O)Nc2c(Cl)cccc21 (stereo unspecified)	7	·	7	0	0	3	2	-2.2	0	5
CCC1CCC(C(=O)NC(CCSC)C(=O)NCCN(CC(C)C)CC(C)C)CC1 (stereo unspecified)	-1	1	-7	5	-1	-2	2	1.3	-6	1
Cc1nc(C(F)(F)F)ccc1C(=O)N1CCC1(C)C(=O)NCc1ccc(Cl)cc1 (stereo unspecified)	0	·	-6	3	2	1	-6	-1.1	-3	-2
CC(=O)C1=C(O)C(=O)N(CCCCCC(=O)O)C1c1ccc(N(C)C)cc1 (stereo unspecified)	8	12	10	1	1	-7	-2	-4.4	-4	-7
COCc1[nH][nH]c(=O)c1C=Nc1ccc(F)cc1F	-4	6	3	0	-1	-1	-1	-1.1	5	1

Three entries already listed, sorted by formula weight, smallest number first.
SMILES	TCR CD3 inh	HTRA1 inh	NR1D1 modulator	ABHD4 inh	PRMT1 FP inh	UHRF1 MBD2 ctr	LEDGF integ inh	PG9 Ab binder	rCAG binder	MBD2 inh
O=[N+]([O-])c1cc(/C=N/N2CCN(c3ccccc3)CC2)ccc1Cl	-4	-4	-6	-2	3	2	-2	0.1	-4	6
COc1ccc(C(=O)N[C@H](C(=O)NCC2CCCCC2)C(C)C)cc1	0	-4	2	-4	-2	0	-3	-0.6	-5	-6
CC1(c2cccc([N+](=O)[O-])c2)CC(C)(C)N(C(=O)c2ccccc2)c2ccccc21 (stereo unspecified)	-7	-3	5	-2	4	3	-3	-0.8	1	7

Next section:
SMILES	TCR CD3 inh	HTRA1 inh	NR1D1 modulator	ABHD4 inh	PRMT1 FP inh	UHRF1 MBD2 ctr	LEDGF integ inh	PG9 Ab binder	rCAG binder	MBD2 inh
Cc1ccccc1Nc1nc(N)nc(CSc2nc3ccccc3c(=O)n2CCCO)n1	0	-13	6	-4	1	0	-2	-0.8	-3	0
CC1(C)NC(=O)N(c2ccccc2Cl)C1(C)NO (stereo unspecified)	4	3	3	-4	-1	-1	2	-0.5	3	-6
Clc1ccc(C2=C3CCCCn4c(-c5ccccc5)c[n+](c43)C2)cc1	-3	19	-1	23	0	-3	1	2.4	5	-4
COC(=O)c1ccc(N(C(=O)c2ccco2)C(C(=O)NC2CCCC2)c2ccco2)cc1 (stereo unspecified)	3	-3	-2	-2	-4	-2	2	0.8	-3	1
CC(=O)Nc1ccc(S(=O)(=O)N2CCN(CC(O)COc3ccc4ccccc4c3)CC2)cc1 (stereo unspecified)	0	-16	-1	-10	-2	-1	2	0.9	6	5
CC(C)Cn1c(SCC(=O)Nc2ncccn2)nc2ccccc21	-14	-3	2	8	6	5	1	-0.9	-3	2
CCc1ccccc1NS(=O)(=O)c1ccc(OC)c2ncccc12	-2	7	1	-3	-2	-2	-2	-2.2	0	0
CCCn1c(=S)[nH]c2cc(C(=O)N3CCc4ccccc4C3)ccc2c1=O	-3	-1	1	6	3	1	0	-1.2	3	3
O=C(Cc1cccs1)N/N=C/c1ccccn1	5	-7	-3	-3	1	0	4	-1.7	0	-5
COc1ccc(CCNC(=O)COC(=O)c2ccccc2NCCO)cc1OC	1	-5	1	3	2	4	1	2.1	1	2
COc1ccc2cc3cc(C(=O)NC(C)C)oc3nc2c1	6	-5	-4	-8	-2	-12	7	-2.3	1	-12
COc1ccc(C(C)C)cc1S(=O)(=O)N1CCC(C(=O)NCC2CCCO2)CC1 (stereo unspecified)	-6	-2	2	-1	8	9	1	-1.2	-6	8
O=C(CN(c1ccccc1)S(=O)(=O)c1ccccc1)NCCSc1nc2ccccc2s1	2	-2	0	-11	3	2	-2	0.7	0	-4
COc1cc(OC)cc(C(=O)NC(=S)NCCc2ccccc2)c1	-10	-31	3	-17	0	1	-5	0.7	-2	3
O=c1[nH]c(=O)n(Cc2ccccc2)c2nc(-c3ccco3)cc(C(F)(F)F)c12	4	4	6	13	1	0	1	0.2	12	4
COC(=O)c1c(NC(=O)C(=O)N2CCOCC2)sc2c1CCC2	-2	-1	0	5	2	-2	0	-0.2	1	1
CC1C/C(=N\NC(N)=S)c2cc(Cl)ccc2S1 (stereo unspecified)	2	·	-1	1	8	2	0	-1.9	1	-4
CCCC(=O)NC(=S)Nc1cccc(Cl)c1N1CCCC1	4	-22	-2	-7	5	0	1	-0.1	-4	-4
Cc1ccc(OCCSc2nc3ncnc(N)c3[nH]2)cc1	-3	6	3	5	1	1	-1	-1.6	1	0
CC(C)NS(=O)(=O)c1ccc(NC(=O)C(C)OC(=O)CCC2CCCCC2)cc1 (stereo unspecified)	2	-26	-6	-6	0	-2	0	0.3	-1	4
Cc1ccc(NC(=O)CCC(=O)NNC(=O)Cc2ccccc2)cc1C	-5	-7	0	-3	3	8	1	2.1	1	5
COC(=O)c1ccc(CN2C(=O)NC3(CCC(C)CC3)C2=O)o1 (stereo unspecified)	-3	-2	-3	-4	-4	-2	-3	-2.4	-3	-3
COC(=O)[C@]12C[C@H](CC(=O)NCCCN3CCCC3=O)C(=O)N(CCc3ccc(OC)c(OC)c3)C1=C[C@H](C(C)C)O[C@@H]2C1CC1	·	·	6	2	3	0	-1	·	1	3
C=CCOC(=O)C1=C(C)NC(SCC(=O)Nc2ccccc2)=C(C#N)C1c1ccco1 (stereo unspecified)	-3	-23	·	-30	16	-1	3	-0.5	22	6
CC(=O)c1ccc(OC(=O)C2CC(=O)N(c3cccc(C)c3)C2)cc1 (stereo unspecified)	-3	-4	1	2	4	0	-3	-0.9	-2	2
O=C(Nc1ccc(F)cc1)c1cccnc1NCCc1ccccc1	-6	-62	12	-16	2	2	-4	0.5	-2	4
COc1ccc(C(=O)NCC(c2ccco2)N(C)C)cc1S(=O)(=O)NCc1ccc(Cl)cc1 (stereo unspecified)	-1	0	-7	-3	-1	0	1	-1.0	4	5
O=C(C[C@@H]1C/C=C/CC[C@H](Cc2ccc(F)cc2)C(=O)O[C@H](c2ccccc2)CNC1=O)NCCO	-2	-3	-6	2	-5	-1	0	0.6	-8	7
C[C@H](CO)N1C[C@H](C)[C@@H](CN(C)Cc2ccc(Cl)c(Cl)c2)Oc2ccc(NC(=O)Cn3cnnn3)cc2C1=O	0	-8	6	-8	0	-2	3	0.5	1	-1
O=C1NC(Cc2ccccc2)c2nc3cc(F)c(F)cc3c(=O)n2-c2ncccc21 (stereo unspecified)	9	-3	-9	1	1	-2	-5	1.4	0	0
CCCOc1ccc(N2C(=O)CC(N(CCC)C(=O)CCC(=O)O)C2=O)cc1 (stereo unspecified)	-4	-1	-1	1	0	-1	-1	-1.9	1	0

From PubChem BioAssay
